XIAP displacement = small molecules displacing peptide from XIAP – biochemical, IAP family, fluorescence polarization (AID 1018); XIAP BIR domain, fluorescence polarization peptide displacement; higher % means a stronger effect; displacement, % at 20 µM; hits with a dose series show IC50 in µM; 200,000 tested, 0.007% active; in the data active = displacement above about 50%; also: a part of the inactive calls stands beside numbers as strong as those of hits
NOD2 inhibition = NOD2 signaling inhibitors, cell-based, luminescence, uHTS, HEK293 (AID 1566) | HEK293 NOD2/NF-kB luciferase reporter, luminescence; higher % means a stronger effect | inhibition, % at 4 µM; hits with a dose series show EC50 in µM | 290,000 tested, 0.63% active; also: many of its hits are not listed in these tables
LYP inhibition = PTPN22 lymphoid phosphatase activity blockers – biochemical, fluorescence intensity, uHTS (AID 1779); recombinant LYP phosphatase, fluorescence intensity; higher % means a stronger effect; inhibition, % at 11.5 µM, or IC50 in µM where a hit was titrated; 290,000 tested, 0.054% active;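 also: plate controls were vehicle with enzyme for no effect and no enzyme for full effect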
Hep lipid drop = modulators of hepatic lipid droplet formation. inhibition, % at 6.5 µM. AML12 mouse hepatocytes, oleate lipid droplets, BODIPY imaging. 240,000 tested, 0.4% active;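 active = lipid droplet intensity inhibited by at least 50%, with more than 500 cells counted; inconclusive = wells with under 300 cells, treated as cytotoxic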
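Test system: AML12 mouse liver cells; schedule: overnight exposure; technique: high-content imaging of BODIPY-stained droplets and DAPI nuclei; read-out: % inhibition of corrected integrated BODIPY droplet signal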
AID2073 = inhibitors of Mint1-CaV2.2 protein interaction, biochemical, HTRF (AID 2073); HTRF protein-protein interaction, Mint1-CaV2.2; higher % means a stronger effect; inhibition, % at 20 µM; hits with a dose series show IC50 in µM; 290,000 tested, 0.19% active; in the data active = inhibition mostly above about 51%, no sharp cut-off; inconclusive = no clear call, values can overlap the other calls; inactive = mostly below about 53%; also: some results filed as inactive read as strong as hits
Siah-1 displacement = blockers of Siah-1 interaction with plectin peptide – biochemical, fluorescence polarization, rhodamine-plectin, uHTS, primary screen (AID 1817); Siah-1 / rhodamine-plectin peptide fluorescence polarization; higher % means a stronger effect; displacement, % at 20 µM; hits with a dose series show IC50 in µM; 290,000 tested, 0.02% active;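 active = displacement of at least 50% at 20 µM, with a fluorescence ratio check between 0.3 and a set limit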;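 also: plate controls were Siah plus tracer with DMSO for no effect and tracer alone without Siah for full effect; strong numbers were not always called active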
P. falciparum M17LAP = P. falciparum M17LAP inhibitors, primary screen, biochemical, fluorogenic H-Leu-NHMec substrate, 1536-well (AID 1619). inhibition, % at 30 µM, or IC50 in µM where a hit was titrated. 220,000 tested, 0.38% active. recombinant M17LAP, H-Leu-NHMec fluorogenic kinetic assay; higher % means a stronger effect;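 active = compound inhibiting the enzyme by more than half at any dose during confirmatory dose-response retesting; inconclusive = strong single-dose inhibitors picked by rank but not retested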;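 also: plate controls were full reaction with DMSO carrier for no effect and no enzyme background for full effect; strong numbers were not always called active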
CSM14.1 death rescue = rescue of cells from ER stress-induced death, primary screen, 384-well, CSM14.1, thapsigargin, ATP luminescence (AID 1222); CSM14.1 thapsigargin-induced death rescue, ATP luminescence; higher % means a stronger effect; one-dose cellular ATP content (survival), % at 20 µM; EC50 in µM for titrated hits; 190,000 tested, under 10 active;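 active = EC50 below 50 µM in the dose-response confirmation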;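 also: death triggered by thapsigargin at about 15 µM added after 2 h compound pretreatment; cell ATP read after overnight thapsigargin exposure of roughly 18 to 22 hours; normalized against plate controls of thapsigargin alone and 5% DMSO vehicle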
M1AAP inhibition = P. falciparum M1AAP inhibitors, biochemical, fluorogenic H-Leu-NHMec substrate, 1536-well (AID 1445); recombinant M1AAP, H-Leu-NHMec fluorogenic kinetic assay; higher % means a stronger effect; inhibition, % at 30 µM; hits with a dose series show IC50 in µM; 220,000 tested, 0.42% active;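 active = primary inhibition above the hit cutoff, then over 50% inhibition at one or more dose response concentrations, cut at about 23% in these data, passing the limit was not always enough; inconclusive = conflicting primary data, or primary hits not chosen for dose response; inactive = low primary inhibition, or under 50% at every dose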;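 also: plate controls were DMSO full reaction for no effect and no enzyme background for full effect; strong numbers were not always called active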
Hep lipid drop cells 6.5 µM = second read-out of Hep lipid drop, no call of its own (marks repeat the call); cell count; measured here: cell count, cytotoxicity flag;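 cells counted across two imaged fields per well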
* marks the source's active call; other numbers are inactive results; ? = inconclusive; nt = no result given; & = joins results of further samples. Rule as the data show it, unless noted: active = inhibition above about 50%; inactive = the rest.

SMILES | XIAP displacement | NOD2 inhibition | LYP inhibition | Hep lipid drop | Hep lipid drop cells 6.5 µM | AID2073 | Siah-1 displacement | P. falciparum M17LAP | CSM14.1 death rescue | M1AAP inhibition
O=C(N/N=C1\CCCc2ccccc21)c1ccc([N+](=O)[O-])cc1Cl | -4.4% | -36.4% | 0.8% | nt | nt | -0.2% | -1.0% | 20.5% | -1.0% | 2.2%
CCN(CC)CC(=O)Nc1c(Br)ccc2c1OCO2 | -1.5% | 20.4% | -7.7% | nt | nt | 8.4% | 2.2% | 20.6% | -0.3% | 3.8%
O=C(NNS(=O)(=O)c1ccccc1)C1CCCCC1 | nt | 13.5% | -8.9% | 3.5 | 782 | 25.6% | 9.6% | nt | nt | nt
O=C(N/N=C/c1ccc(OCC(=O)N2CCOCC2)cc1)c1ccccc1Cl | -4.6% | -6.6% | 1.6% | 7.2 | 699 | -5.5% | -0.5% | 0.0% | -1.7% | 3.0%
C=CCNc1nc(SC)nc2ccsc12 | 0.7% | 7.7% | 5.5% | 14.8 | 686 | 2.5% | 3.5% | -4.4% | -0.2% | -3.3%
Cc1ccsc1C(=O)OCC(=O)N1CC(=O)Nc2ccccc21 | -2.2% | -10.0% | -8.5% | nt | nt | 6.4% | 0.9% | 11.9% | 1.3% | 14.0%
O=C(c1ccccc1NS(=O)(=O)c1ccc(F)cc1)N1CCc2ccccc21 | 2.6% | 11.1% | -7.1% | 3.2 | 669 | -3.2% | 13.6% | 7.1% | 10.3% | 17.1%
COC(=O)c1ccc(NC(=O)CCN2CCCCC2)cc1 | -2.0%&-4.2% | -5.9%&-2.6% | -6.5%&-3.9% | 15.5 | 711 | -0.8%&3.1% | -4.8%&3.5% | 5.0%&-6.5% | -3.6%&0.7% | 3.3%&-1.9%
COc1ccc(Cc2nc3ccc(C(=O)NC4CCOC4)cc3o2)cc1 (stereo unspecified) | nt | -6.9% | -3.8% | 15.4 | 717 | 12.3% | 0.3% | nt | nt | nt
Cc1nc(Cl)c(C#N)c2c1CCCC2 | nt | 31.5% | -5.7% | -2.1 | 673 | -14.4% | -3.6% | -2.0% | nt | 9.5%
COCc1ccc(C(=O)N2CCCC(C(=O)c3cccc(C(F)(F)F)c3)C2)o1 (stereo unspecified) | -2.5% | 18.9% | 0.6% | -5.8 | 710 | 11.5% | -0.3% | -1.3% | 0.8% | -1.8%
CCOC(=O)c1ccc(NC(=O)CSc2nncn2-c2cccnc2)cc1 | nt | -1.3% | -8.3% | 17.1 | 784 | -4.7% | -2.3% | nt | nt | nt
COC(=O)c1ccccc1NC(=O)CN1CCN(C23CC4CC(CC(C4)C2)C3)CC1 | -3.6% | -19.2% | -10.1% | 13.8 | 793 | -6.1% | 0.5% | -2.5% | -0.2% | 0.1%
COC(=O)c1ccccc1N1C(=O)C2C(C1=O)C1C=CC2C12CC2 (stereo unspecified) | -1.2% | 1.7% | -8.6% | nt | nt | -6.8% | 1.2% | 8.9% | -2.9% | 8.5%
NC(=O)c1ccc(Oc2cccc3cccnc23)c([N+](=O)[O-])c1 | -2.2% | 6.7% | -11.5% | -3.9 | 649 | 54.9% | -0.9% | 1.7% | -1.2% | 4.2%
CC(=O)CSc1nnc(NC(=O)CCc2ccccc2)s1 | -4.5% | -5.2% | -9.8% | 14.0 | 854 | -3.3% | 5.8% | 6.8% | -0.4% | -0.7%
COc1ccc(N(C)C2=NS(=O)(=O)c3ccccc32)cc1 | -8.5% | 0.3% | -8.5% | 29.4 | 836 | -0.1% | -3.3% | 36.2% | -3.2% | 0.6%
COCCCn1c(SCc2ccc(OC)cc2)nc2cc(OC)c(OC)cc2c1=N | -2.7% | -8.7% | 5.0% | nt | nt | 33.2% | -0.1% | 8.1% | 4.2% | 5.3%
O=C(NCCNC(=O)c1cccs1)c1ccco1 | -15.4% | -11.3% | -0.4% | -2.0 | 745 | -1.6% | -1.1% | -2.8% | -0.2% | 2.0%
COC(=O)c1sc(-c2ccccc2)cc1NC(=O)C1CC1 | -11.4% | 6.9% | -3.2% | 5.1 | 741 | 4.3% | -4.0% | -1.6% | -2.1% | 0.8%
CCOc1ccc(C(=O)CN2CCN(S(=O)(=O)c3ccc(Br)cc3)CC2)cc1 | -1.1% | 8.0% | -6.2% | nt | nt | -2.0% | -1.0% | 41.1% | 0.5% | -8.2%
O=C(c1cccc(Cl)c1)N1CCN(c2ncnc3c2cnn3-c2ccccc2)CC1 | 10.1% | 14.5% | 0.0% | -12.9 | 706 | 23.3% | 17.8% | 1.5% | 8.3% | -3.8%
COC(=O)c1ccc2c(=O)n(CCCCCC(=O)NCc3ccccc3)c(=O)[nH]c2c1 | -1.3% | 2.8% | -4.1% | 4.9 | 814 | 34.2% | -4.9% | -2.2% | -1.4% | -0.2%
CCOC(=O)c1cccc(NC(=O)CSc2nnnn2C)c1 | -4.9% | 2.3% | -4.8% | nt | nt | 17.7% | 0.5% | -8.2% | -1.7% | 0.1%
CCN(CC)C(=O)c1cn(CCC#N)nc1-c1ccc2ccccc2c1 | nt | -6.1% | -0.8% | 5.2 | 844 | 7.9% | 2.2% | nt | nt | nt
CCCC(=O)Oc1c(S(=O)(=O)c2ccc(C)cc2)c(C)nn1C(C)(C)C | -5.7% | -24.9% | -2.3% | 13.6 | 706 | -1.2% | 0.9% | -5.6% | -0.4% | 5.8%
[O-][n+]1onc2c1CCc1c-2nc(-c2ccccc2)n1OCc1ccccc1 | -2.9% | 14.4% | -6.5% | nt | nt | -1.0% | 2.8% | -4.7% | -1.4% | -9.1%
S=c1nc(C2CC2)[nH]c2ccccc12 | -4.3% | 10.5% | 3.0% | 4.0 | 696 | 9.7% | 3.4% | 2.1% | 0.6% | 16.7%
COCCn1c(SCC(=O)Nc2cccc(C(=O)OC)c2)nc2ccccc2c1=O | -2.2% | 19.1% | -9.3% | nt | nt | 2.5% | -7.6% | 10.3% | 2.4% | 0.6%
Cc1cc(C)cc(Nc2nc3ccccc3c(=O)[nH]2)c1 | -16.0% | -5.1% | -1.6% | 7.5 | 665 | 4.5% | 5.0% | 3.5% | 0.4% | 13.8%
CCOC(=O)c1c(C)n(CC(O)CN(CC)CC)c2cc(Br)c(OC)cc12 (stereo unspecified) | -2.1% | -4.0% | -2.0% | 10.8 | 656 | -8.7% | 5.5% | 6.4% | -1.0% | 3.1%
Cc1ccc(C)c(NC(=O)NNC(=O)c2cc3ccccc3cc2O)c1 | nt | -3.0% | -10.7% | 2.0 | 695 | 22.6% | -9.0% | nt | nt | nt
COC(=O)/C=c1/s/c(=C(\C#N)C(=O)NCc2ccco2)n(-c2ccccc2)c1=O | -5.4% | 12.8% | -5.3% | nt | nt | 11.2% | -1.5% | 3.4% | 2.6% | 5.5%
O=S(=O)(NCc1ccccc1)c1ccc2ccccc2c1 | nt | 1.3% | -5.3% | 10.0 | 435 | 8.9% | 1.6% | nt | nt | nt
O=C(COC(=O)c1n[nH]c2ccccc12)NC(=O)NCc1ccco1 | -4.6% | 10.3% | -8.9% | nt | nt | 19.0% | -2.6% | 8.6% | 0.5% | 3.2%
Cc1ccc(C(=O)CNc2cccc(Cl)c2)cc1 | -22.6% | -24.8% | -4.7% | 13.2 | 632 | -1.5% | 0.9% | 22.2% | 6.8% | 3.8%
O=C1C=C(Nc2cccc3cccnc23)c2ccccc2C1=O | nt | -9.5% | -3.5% | ? | nt | -15.8% | 0.4% | nt | nt | nt
Cc1c(C(=O)N2CCCCC2C)sc2ncnc(N3CCc4ccccc4C3)c12 (stereo unspecified) | -5.8% | 1.8% | 4.3% | 8.6 | 718 | 0.2% | -0.7% | 1.3% | -0.4% | 0.5%
COc1cc2c(cc1OC)C(c1ccc(C)cc1)NC(=O)C2 (stereo unspecified) | nt | 7.5% | -9.6% | nt | nt | 5.6% | -3.1% | nt | nt | nt
CCC(=O)N1CCN(c2c(Cl)cccc2[N+](=O)[O-])CC1 | -1.5% | 17.4% | -4.9% | nt | nt | -4.6% | 3.4% | -3.2% | -0.5% | 6.6%
COC(=O)C1CCCCN1C(=O)c1ccc(OC2CCN(C(C)=O)CC2)c(OC)c1 (stereo unspecified) | nt | 9.1% | -16.5% | -1.8 | 832 | 6.8% | -5.5% | nt | nt | nt
Cc1c(CCC(=O)NCCCN2CCCC2=O)c(=O)oc2cc(O)ccc12 | nt | 8.0% | -53.6% | nt | nt | ? | 2.3% | nt | nt | nt
O=C(O)c1ccc2c(=O)n3cc(C(=O)c4ccccc4O)cc(Cl)c3nc2c1 | nt | 12.3% | -1.7% | 0.3 | 683 | 16.3% | 4.5% | 23.8% | nt | 11.0%
NC(=O)CCCCC(=O)OCCCc1cccs1 | -2.5% | -5.9% | -11.8% | -2.7 | 758 | 8.0% | 0.2% | 5.2% | 0.6% | 2.9%
COC(=O)c1ccc2c(=O)[nH]c(CN3c4ccccc4CC3C)nc2c1 (stereo unspecified) | -3.5% | 8.0% | 0.5% | nt | nt | 18.7% | -2.6% | 11.5% | -0.7% | 6.6%
Cc1c(C)c2ccc(OCC(=O)NCCc3c[nH]c4ccccc34)c(C)c2oc1=O | nt | 18.2% | -3.1% | -2.7 | 790 | 3.6% | -1.4% | nt | nt | nt
Oc1ccc(Cl)cc1CNc1ccc(Br)cn1 | -8.4% | -147.7% | -4.0% | 4.8 | 650 | 0.5% | 0.4% | 2.4% | -2.8% | 17.6%
Cc1cc(C)c(NC(=O)c2ccc(S(=O)(=O)N(C)C)cc2)c(C)n1 | 0.3% | 1.3% | -4.1% | 6.4 | 778 | -7.1% | 2.0% | 1.4% | -1.3% | 1.3%
COCCn1c(SCC(=O)Nc2ncc(C)s2)nc2sc3c(c2c1=O)CCC3 | -0.9% | -6.9% | 7.6% | -2.9 | 739 | -5.4% | 0.6% | 13.6% | 5.0% | 16.9%
COc1ccc(C(=N/O)/C(=N/O)c2ccc(OC)cc2)cc1 | -4.8% | 14.4% | 8.6% | -1.9 | 801 | -2.3% | -2.2% | -4.4% | -0.5% | 0.1%
O=C(O)CNS(=O)(=O)c1ccc2c(c1)C(=O)c1cc(S(=O)(=O)NCC(=O)O)ccc1-2 | nt | 3.0% | -4.3% | 6.8 | 792 | -1.0% | -0.3% | nt | nt | nt

Bioassay records from PubChem BioAssay.

This is a subset; the hit share may differ from the screen's.
